High-throughput results: PubChem BioAssay, National Center for Advancing Translational Sciences (NCATS)
TCR act: Activators of T cell receptors: qHTS campaign. primary human leukocytes, anti-CD3, IL-2 HTRF, 48 h. Potency, µM (doses to about 9.22 µM), for inactives: at the highest dose activation of IL-2 secretion, actives largely listed as activators. 330,000 tested, under 10 active; note: % of control where 0% means no effect
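1) Mix primary human leukocytes, a-CD3 beads and compound. 2) Incubate 48 hr. 3) Add HTRF IL-2 reagents (a-IL-2-K, a-IL-2-d2).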
Tb PFK block: qHTS Assay to Find Inhibitors of T. brucei phosphofructokinase; ATP-dependent 6-phosphofructokinase (Trypanosoma brucei brucei), O15648; T. brucei PFK, ADP-Glo luminescence; Potency, µM (series often up to 57.5 µM), for the others: at the highest dose activity, negative = inhibition, actives largely listed as inhibitors; 0.17% of 330,000 active; AID 485367, 2010;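 note: potency is the fitted concentration of half-maximal effect; 0% = uninhibited 1x PFK enzyme wells and -100% = no-enzyme wells; nearly all actives have a fitted effect of over 60% in size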
Target sequence (O15648 whole entry, looked up): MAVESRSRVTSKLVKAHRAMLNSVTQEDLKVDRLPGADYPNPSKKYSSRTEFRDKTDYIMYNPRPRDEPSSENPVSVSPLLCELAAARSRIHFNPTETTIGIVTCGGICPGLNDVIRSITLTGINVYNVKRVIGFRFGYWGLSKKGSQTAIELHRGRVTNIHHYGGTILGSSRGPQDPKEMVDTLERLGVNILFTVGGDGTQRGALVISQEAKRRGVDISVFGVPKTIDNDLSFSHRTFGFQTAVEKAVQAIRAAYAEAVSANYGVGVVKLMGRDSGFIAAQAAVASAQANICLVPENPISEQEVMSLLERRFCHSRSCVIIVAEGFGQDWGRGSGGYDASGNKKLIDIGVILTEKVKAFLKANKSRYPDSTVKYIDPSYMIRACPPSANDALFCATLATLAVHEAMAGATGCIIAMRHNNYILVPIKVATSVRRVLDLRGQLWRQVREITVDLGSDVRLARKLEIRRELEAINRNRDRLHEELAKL
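ADP-Glo luminescence quantified ADP after 45 min at room temperature, with 1.25 nM T. brucei PFK, 0.1 mM ATP and 0.5 mM fructose-6-phosphate in pH 8.0 TEA buffer. qHTS titrations up to 57 µM; curves classified by quality.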
S-ASM inh: Inhibitors of Secretory Acid Sphingomyelinase (S-ASM): qHTS. Sphingomyelin phosphodiesterase (Homo sapiens), P17405. 0.006% of 340,000 active. AID 504937, 2011. placental ASM, HMU-PC fluorogenic substrate, 60 min. Potency, µM (highest dose often 57.5 µM), for inactives: top-dose activity change, negative = inhibition, usual class: inhibitors; note: potency is the fitted concentration of half-maximal effect
Target sequence (P17405 47-631 limits assumed): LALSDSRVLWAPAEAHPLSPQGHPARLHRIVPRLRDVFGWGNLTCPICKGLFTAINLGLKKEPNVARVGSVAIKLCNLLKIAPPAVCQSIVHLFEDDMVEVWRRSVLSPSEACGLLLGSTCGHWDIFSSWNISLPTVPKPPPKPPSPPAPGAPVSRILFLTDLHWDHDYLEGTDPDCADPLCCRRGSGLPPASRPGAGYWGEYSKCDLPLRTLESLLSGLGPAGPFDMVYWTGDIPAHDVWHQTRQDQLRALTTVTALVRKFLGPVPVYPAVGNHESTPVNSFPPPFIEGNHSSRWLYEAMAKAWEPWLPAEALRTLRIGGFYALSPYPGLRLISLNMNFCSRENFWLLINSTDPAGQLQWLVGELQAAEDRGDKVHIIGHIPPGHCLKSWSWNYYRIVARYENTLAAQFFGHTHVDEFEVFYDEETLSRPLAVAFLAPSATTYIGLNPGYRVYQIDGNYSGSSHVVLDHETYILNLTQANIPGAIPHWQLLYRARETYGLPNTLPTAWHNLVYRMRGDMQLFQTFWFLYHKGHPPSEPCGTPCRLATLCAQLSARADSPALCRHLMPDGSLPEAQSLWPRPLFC
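Fluorogenic HMU-PC substrate (9 uM final) is turned over by placental ASM in 60 min at 37 C after a 10 min compound preincubation. Reaction ended by alkaline stop (pH 10), with fluorescence read at 386/447 nm.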
Mito fusion act: qHTS Assay for Small Molecule Inhibitors of Mitochondrial Division or Activators of Mitochondrial Fusion. S. cerevisiae fusion-defective mutant growth rescue, CellTiterGlo 48 h. Potency, µM (highest dose often 46.1 µM), inactives show at the top dose growth rescue (activation), hits mostly activators. 0.23% of 320,000 active. AID 485298, 2010;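 note: potency is the fitted concentration of half-maximal effect; % of control where 0% means no effect; nearly all actives have a fitted effect of over 45% in size; temperature-sensitive fusion mutants such as fzo1-1 at 37 °C on non-fermentable ethanol glycerol medium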
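Luminescent cell viability in 1536-well qHTS format served as the measure of rescued growth in ts fusion-mutant S. cerevisiae cultured on non-fermentable YPEG for 48 hours at 37C.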
TSHR antag: Antagonists of the Thyroid Stimulating Hormone Receptor: HTS campaign | Thyrotropin receptor (Homo sapiens), P16473 | TSHR-expressing cells, TSH-stimulated cAMP HTRF, 2 h; hits give low values | activity change, negative = inhibition, % at 11.5 µM | 0.2% of 330,000 active;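 active = activity change below a set negative limit, meaning inhibition stronger than a set level, cut at about -70% in these data; inconclusive = activity change between two set negative limits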; note: % is set by controls: 0 for no effect and ±100 for the full control effect
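Cell-based HTRF cAMP assay; TSHR cells + compound, TSH EC80 (4nM final), 2 h, 37 deg C. Lysis with anti-cAMP cryptate and cAMP-d2, 30 min RT, read 665/620 nm.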
AT treatment: qHTS Assay for Identifying a Potential Treatment of Ataxia-Telangiectasia | […] A-T fibroblasts, KAP-1 phosphorylation AlphaLISA; neocarzinostatin DNA damage 30 min before lysis | Potency, µM (titrated, usually from 57.5 µM), inactives show top-dose activation, most hits filed as activators | 0.19% of 320,000 active; note: potency is the fitted concentration of half-maximal effect; % of control where 0% means no effect; nearly all actives have a fitted effect of over 45% in size
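ATM-like activity read as KAP-1 phosphorylation via AlphaLISA donor/acceptor antibody pairs after lysis and 6 hr at 25C. Cells were ATM-null patient fibroblasts ([…], hTERT), dosed 60 min, then exposed to the DSB inducer NCS for 30 min.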
Chronic BCR inh: qHTS Assay to Find Inhibitors of Chronic Active B-Cell Receptor Signaling; ABC-DLBCL IkBa-CBG/CBR reporter, luminescence ratio, 4 h; Potency, µM (highest dose often 46.1 µM), for inactives: at the highest dose ratio change, negative = lower green/red ratio, usual class: inhibitors; 0.05% of 340,000 active; active = well fitted inhibition curve with a large enough effect in the signal ratio, with a control signal flat, not every such curve was filed as active; inconclusive = small, poorly fitted or top-dose-only effect, or effect the other way, or a change in a side signal; the % refers to the signal ratio;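 note: potency is the fitted concentration of half-maximal effect; plate controls were basal doxycycline-induced cells for no effect and cells given 10 µM MG132 for full effect; MG132 reads +100%, hits lower the ratio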
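TMD8 human ABC-DLBCL cells with doxycycline-inducible IκBα–green luciferase fusion and unfused red luciferase, in 0.5% FBS medium; compounds up to 46 uM, 4 h at 37C. Green/red luminescence ratio, filter-overlap corrected, fitted to concentration-response curves.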
Eya2 phos inh: qHTS Assay for Inhibitors of the Phosphatase Activity of Eya2 | recombinant Eya2, OMFP fluorescence dephosphorylation (OMFP is methylfluorescein phosphate) | Protein phosphatase EYA2 (Homo sapiens), O00167 | 0.006% of 330,000 active | Potency, µM (titrated, usually from 76.9 µM), for the others: top-dose activity, negative = inhibition, hits mostly inhibitors; note: potency is the fitted concentration of half-maximal effect; % is set by controls: 0 for no effect and ±100 for the full control effect
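Eya2 (0.2 uM) preincubated 10 min at ambient with compound, then OMFP substrate added at 50 uM; 10 min reaction in 50 mM HEPES pH 7.5, 50 mM NaCl, 5 uM MgCl2, 0.05% BSA, 1 mM DTT. Fluorescence read at Ex 485/Em 525 nm.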
a7 integrin act: qHTS for Activators of Integrin-Mediated Alleviation for Muscular Dystrophy; alpha7betagal myoblasts, beta-gal FDG fluorescence, 48 h; Potency, µM (doses to about 38.3 µM), for inactives: top-dose activation, usual class: activators; 0.064% of 350,000 active; AID 624291, 2012;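 note: potency is the fitted concentration of half-maximal effect; 100% = response of the positive control SU9516; nearly all actives have a fitted effect of over 60% in size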
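alpha7betagal+/- myoblasts (passage 13, 250/well) treated 48 h at 37C with compounds at 1:260 dilution of DMSO stock. Lysed, then beta-galactosidase activity read as FDG fluorescence (ex 480/em 540) after 30 min, with pre-read for autofluorescence.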
TSG101-PTAP inh: qHTS Assay for Iinhibitors of HIV-1 Budding by Blocking the Interaction of PTAP/TSG101. Tumor susceptibility gene 101 protein (Homo sapiens), Q99816. Fluorescence polarization, FITC-PTAP peptide / Tsg101 binding. Potency, µM (highest dose often 115 µM), for inactives: top-dose activity change, negative = inhibition, actives largely listed as inhibitors. 340,000 tested, under 10 active. AID 493005, 2010; active = well fitted inhibition curve with a large enough effect in the main read-out, with a control signal flat, not every such curve was filed as active; inconclusive = small, poorly fitted or top-dose-only effect, or effect the other way, or a change in a side signal; inactive = no such curve, though single readings can be large or run the other way; note: potency is the fitted concentration of half-maximal effect; % of control where 0% means no effect
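Tsg101 binding domain (10 uM final) was mixed with compound and a FITC-labeled PTAP peptide (50 nM final) in HEPES pH 7.5 buffer with NaCl, Tween 20, EDTA and TCEP; fluorescence polarization was read after 20 min at r.t.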
ELG1 repair inh: qHTS screen for small molecules that inhibit ELG1-dependent DNA repair in human embryonic kidney (HEK293T) cells expressing luciferase-tagged ELG1 | HEK293T ELG1-luciferase reporter, luminescence, 16 h; DNA damage induced by 5-fluorouridine | Potency, µM (top dose mostly 46.1 µM), for inactives: at the top dose activity change, negative = inhibition, actives largely listed as inhibitors | 2.3% of 330,000 active; note: potency is the fitted concentration of half-maximal effect; % is set by controls: 0 for no effect and ±100 for the full control effect; nearly all actives have a fitted effect of over 55% in size
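In this reporter screen, reduction of luminescence relative to DMSO vehicle indicated activity. Compounds and 5-fluorouridine were added together to 2,000 cells per well, incubated for 16 hr at 37 °C, then developed with ONE-Glo.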
* = called active by the depositor; ? = inconclusive; / = not tested or not shown; [ ] = remark or other dose. Unless noted, calls come from the whole dose curve; as a rule, active = well fitted curve in the direction sought with a large enough effect; inconclusive = small, poorly fitted or top-dose-only effect, or another doubt; inactive = no such curve, though single readings can be large; an effect the other way counts as inactive or inconclusive.

SMILES	TCR act	Tb PFK block	S-ASM inh	Mito fusion act	TSHR antag	AT treatment	Chronic BCR inh	Eya2 phos inh	a7 integrin act	TSG101-PTAP inh	ELG1 repair inh
CCN1CCN(c2ccc(S(=O)(=O)N3CCOCC3)cc2NC(=O)/C=C/c2ccc(OC)c(OC)c2)CC1	1%	0%	3%	-2%	9	-2%	-6%	-7%	-5%	-4%	15%
CN(CCCN1CCOCC1)Cc1cn(C)nc1-c1ccccc1F	-3%	3%	-1%	-16%	-35	-5%	0%	-5%	12%	0%	0%
COC(=O)C1=C(NC(=O)c2cccc(OC)c2)CCS1	-5%	-2%	8%	3%	-5	-6%	-10%	3%	26%	0%	-12%
CC1=NN(Cc2ccccc2)C(=O)/C1=C/c1ccc(N(C)C)cc1	-1%	-1%	-16%	-5%	46	-12%	?	-1%	-10%	-4%	12%
CCN(CC(=O)Nc1c(F)cccc1F)C(=O)C1CCC1	-2%	-1%	3%	3%	12	-9%	3%	-24%	22%	-9%	15%
O=Cc1c(NCc2cccc(F)c2)c2ccccc2[nH]c1=O	4%	2%	3%	2%	-13	4%	-6%	5%	13%	-1%	-2%
Cc1cc(NC(=O)CN2CCN(c3ncccn3)CC2)no1	2%	0%	6%	3%	3	6%	3%	18%	-40%	4%	-3%
COC(=O)c1ccccc1NC(=O)CSc1nnnn1-c1ccc(C)cc1C	-21%	1%	1%	5%	-16	/	-2%	-16%	-35%	-11%	?
Cc1cc(NC(=O)CSc2nnc(-c3ccc(S(=O)(=O)N4CCCC4)cc3)n2C)no1	3%	-10%	-1%	-4%	-5	8%	?	17%	-15%	-5%	-1%
Nc1ccc2nc(CCCO)[nH]c2c1	-5%	2%	1%	0%	-9	-10%	?	-8%	-15%	-12%	-6%
COCC(C)n1c(C)cc(C(=O)CSc2nnnn2-c2ccc(O)cc2)c1C (stereo not given)	0%	1%	3%	4%	1	-7%	0%	-11%	?	-2%	5%
C=CCn1c(-c2cccc(OC)c2)n[nH]c1=S	0%[46.1 µM]	0%	1%	-4%	4	-1%	-11%	5%	-21%	-2%	3%
COC(=O)Cc1c(O)ccn(Cc2ccc(OC)c(OC)c2)c1=O	17%	3%	-5%	4%	-3	2%	2%	3%	0%	0%	11%
Cc1ccc(NC(=O)N2CCN(c3ncccc3C(F)(F)F)CC2)cc1	-2%	3%	4%	-4%	-4	-3%	1%	-13%	11%	0%	0%
CC(CCc1ccccc1)NC(=O)/C=C/c1ccccc1 (stereo not given)	7%	0%	-3%	5%	14	12%	?	-10%	-10%	-2%	-2%
Cc1[nH]c2ccccc2c1N=Nc1ccc(F)cc1	0%	-2%	-23%	-24%	-18	-1%	?	-22%	1%	2%	-5%
O=C(Nc1nccs1)c1ccc(Cl)c(S(=O)(=O)N2CCCCC2)c1	0%	/	-15%	-19%	/	/	/	/	-4%	-5%	/
O=C(O)COCC(=O)NC1CCN(Cc2ccccc2)CC1	1%	-24%	0%	-2%	4	14%	-2%	1%	-14%	1%	6%
CC(=O)Nc1ccc(NC(=O)CCc2c(C)noc2C)cc1	-3%	20%	/	-2%	-2	0%	0%	13%	-3%	-1%	4%
Cc1ccc(C)c(NC(=O)COC(=O)CC2c3ccccc3CCN2S(=O)(=O)c2ccc(F)cc2)c1 (stereo not given)	-6%[46.1 µM]	-3%	59%	6%	0	0%	1%	0%	6%	-7%	?
Cn1cccc1C(=O)C(=O)Nc1cccc(Cl)c1Cl	6%	-2%	1%	7%	-5	2%	-4%	?	25%	2%	?
Cc1cc([N+](=O)[O-])cc(/C=N/n2c(C)nc3ccccc3c2=O)c1O	-3%	4%	-6%	10%	3	-35%	?	1%	-27%	-6%	?
Cc1ccc[n+](CC(=O)Nc2ccc(Cl)c([N+](=O)[O-])c2)c1	4%	-19%	-8%	-3%	15	-13%	0%	-5%	-17%	-2%	1%
Nc1ncc(CN2CCCC(C(=O)Nc3ccc(-c4ccco4)cc3)C2)cn1 (stereo not given)	1%	3%	5%	-2%	2	-5%	?	-4%	-13%	0%	2%
C=CCNC(=O)C(=O)NCC1CCCN1S(=O)(=O)c1cccs1 (stereo not given)	-2%	6%	2%	-4%	9	-5%	4%	19%	6%	-12%	13%
Cc1c(NC(=O)c2cc(-n3cnnc3)ccc2Cl)cccc1-c1nc2ccccc2s1	-6%	0%	-10%	-3%	4	9%	?	12%	-6%	-8%	?
COc1ccc(CNC(=O)C2CCCN2C)cc1OC (stereo not given)	3%	3%	2%	-10%	6	10%	7%	5%	-32%	-1%	-2%
CCOc1ccc(/C=C/C(=O)Oc2ccccc2)cc1	/	-10%	3%	0%	-3	4%	1%	-12%	-16%	-9%	6%
Cc1noc(C)c1S(=O)(=O)Nc1ccc(C(C)C)cc1	-5%	-4%	-4%	?	-5	-5%	11%	?	-1%	-3%	0%
COCCCNC(=O)Cn1cnc(C(=O)Nc2ccc(C)c(C)c2)n1	2%[46.1 µM]	1%	0%	/	-5	2%	5%	3%	3%	0%	?
Cc1c(Cc2ccccc2)sc(NC(=O)/C=C/c2cccc3ccccc23)c1C(N)=O	0%[46.1 µM]	4%	-3%	-4%	11	-3%	-5%	-3%	?	-2%	?
CCOC(=O)Cc1csc2nc3sc(C)c(C)c3c(=O)n12	/	-1%	0%	4%	-7	-5%	-1%	-11%	7%	-4%	7%
COCCCNC(=O)C1CC(=O)N(C2CCCC2)C1 (stereo not given)	2%	2%	3%	0%	-4	1%	-3%	5%	?	-1%	1%
O=C(CSc1ncc(-c2ccccc2)[nH]1)Nc1ccccc1	-5%	0%	0%	4%	-9	5%	?	4%	?	0%	0%
CCc1ccc(/C=C/C(=O)c2ccc(S(=O)(=O)N(C)C)cc2)cc1	-5%[46.1 µM]	-1%	-6%	-5%	0	6%	2%	-17%	-6%	0%	3%
C=CCNC(=O)CC(=O)N/N=C/c1cccc(C)c1	0%[46.1 µM]	0%	7%	-1%	-3	-8%	-18%	14%	-20%	1%	-2%
CC(C)NC(=O)N(C)C[C@H]1Oc2c(NC(=O)C3CC3)cccc2C(=O)N([C@H](C)CO)C[C@@H]1C	-3%	3%	4%	/	1	-1%	4%	-7%	27%	0%	16%
Cc1cc(C)c(NC(=O)CN(C)CC(=O)Nc2cccc(S(=O)(=O)N(C)c3ccccc3)c2)c(C)c1	-4%	-3%	-8%	/	/	6%	?	-20%	-34%	-7%	?
Cc1c(CC(=O)NCCCCCC(=O)O)c(=O)oc2cc3occ(-c4ccccc4)c3cc12	-6%	1%	61%[activator]	-5%	-5	-7%	?	-9%	37%	-1%	19%
O=C(CSc1nnc(Cc2ccccc2)n1-c1ccccc1)N1CCOCC1	-2%	2%	-2%	3%	-4	3%	6%	-13%	6%	0%	6%
CCCn1c(N)c(C(=O)CSc2nc3ncc(Cl)cc3[nH]2)c(=O)[nH]c1=O	11%	1%	-7%	-4%	10	7%	4%	18%	0%	-5%	-2%
COCCn1c(C)cc(C(=O)COC(=O)Cc2n[nH]c(=O)c3ccccc23)c1C	5%	26%	8%	16%	-8	1%	-8%	-26%	14%	-4%	?
